TcdB GH inh – blocks C. difficile toxin B glycohydrolase activity; 350,000 tested, 0.24% active; AID 652162; P18177; TcdB glycohydrolase enzymatic assay, plate reader; inhibition, % at 9.99 µM; in the data active = inhibition above about 10%
An asterisk follows results filed as active.

SMILES | TcdB GH inh
Cc1ccc(S(=O)(=O)N(C)C[C@@H]2Oc3ccc(NC(=O)C4CC4)cc3C(=O)N([C@H](C)CO)C[C@@H]2C)cc1 | -1.1
CC(C)NC(=O)N[C@H]1CC[C@@H](CCNC(=O)C2CC2)O[C@@H]1CO | -4.9
Cc1noc(C)c1NC(=O)N(C)C[C@H]1Oc2cc(C#CCN(C)C)ccc2S(=O)(=O)N([C@@H](C)CO)C[C@H]1C | 0.2
Cc1ccc(-c2ccc3c(c2)O[C@H](CN(C)C(=O)CN(C)C)[C@@H](C)CN([C@H](C)CO)S3(=O)=O)cc1 | 0.6
C[C@H](CO)N1C[C@H](C)[C@@H](CN(C)Cc2ccc(Cl)c(Cl)c2)Oc2ccc(NC(=O)Cc3cn(C)c4ccccc34)cc2CC1=O | -0.2
C[C@H](CO)N1C[C@H](C)[C@@H](CN(C)S(C)(=O)=O)Oc2ccc(NS(C)(=O)=O)cc2CC1=O | -0.6
CC(C)NC(=O)N(C)C[C@@H]1OCCCC[C@H](C)Oc2ccc(NS(=O)(=O)c3cccs3)cc2C(=O)N([C@H](C)CO)C[C@@H]1C | -0.1
CCCN(C)C[C@H]1Oc2ncc(-c3ccccc3)cc2C(=O)N([C@@H](C)CO)C[C@H]1C | -0.8
CCC(=O)Nc1ccc2c(c1)C(=O)N(C)C[C@H](OC)[C@H](C)CN(Cc1ccccn1)[C@H](C)CO2 | 0.1
C[C@@H]1CN([C@@H](C)CO)C(=O)c2cccc(NC(=O)C3CCCCC3)c2O[C@@H]1CN(C)S(C)(=O)=O | -0.2
O=C(C[C@@H]1C=C[C@H](NC(=O)c2ccncc2)[C@@H](CO)O1)Nc1ccc(-c2ccccc2)cc1 | -0.4
C[C@H](CO)N1C[C@H](C)[C@H](CN(C)C(=O)NC2CCCCC2)Oc2ccc(NS(C)(=O)=O)cc2CC1=O | 0.1
Cc1noc(C)c1C(=O)N(C)C[C@@H]1OCc2ccccc2-c2ccccc2C(=O)N([C@@H](C)CO)C[C@@H]1C | -1.3
CN1c2ccc(Br)cc2[C@H]2[C@H](CCN2C(=O)C2CCCCC2)[C@@H]1CO | 0.8
C[C@H]1CN([C@@H](C)CO)C(=O)c2ccccc2-c2ccccc2CO[C@@H]1CN(C)S(=O)(=O)c1ccccc1F | 0.0

Entries above that contain two or more sulfur atoms (two):
SMILES | TcdB GH inh
C[C@H](CO)N1C[C@H](C)[C@@H](CN(C)S(C)(=O)=O)Oc2ccc(NS(C)(=O)=O)cc2CC1=O | -0.6
CC(C)NC(=O)N(C)C[C@@H]1OCCCC[C@H](C)Oc2ccc(NS(=O)(=O)c3cccs3)cc2C(=O)N([C@H](C)CO)C[C@@H]1C | -0.1

Next structures
SMILES | TcdB GH inh
O=C(C[C@@H]1C=C[C@@H](NC(=O)Nc2cccc(F)c2)[C@@H](CO)O1)NCC1CC1 | 0.9
COc1ccc2c3c([nH]c2c1)[C@H](CO)N(C(=O)c1ccccc1)CC31CN(C(=O)NC(C)C)C1 | 1.1
CO[C@H]1CN(C)C(=O)c2cc(NC(=O)C3CCOCC3)ccc2OC[C@H](C)N(CC2CC2)C[C@@H]1C | 0.5
CCCC(=O)Nc1ccc2c(c1)C(=O)N(C)[C@H]1CC[C@@H](CC(=O)NCc3cccc(F)c3)O[C@@H]1CO2 | 0.7
CS(=O)(=O)Nc1ccc2c(c1)[C@@H]1C[C@H](CC(=O)NCc3cccc(F)c3)O[C@H](CO)[C@@H]1O2 | 0.4
CC(C)NC(=O)N(C)C[C@@H]1Oc2ccc(NS(=O)(=O)c3cccs3)cc2CC(=O)N([C@H](C)CO)C[C@@H]1C | -0.1
C[C@H](NC(=O)[C@@H]1[C@@H](CO)[C@@H]2Cn3c(ccc(-c4cccnc4)c3=O)[C@H]1N2C)c1ccccc1 | 0.6
COCc1cn(CC[C@H]2CC[C@@H](NC(=O)Nc3c(C)noc3C)[C@H](CO)O2)nn1 | -1.3
O=C(CN1CCOCC1)N1CCCCN2[C@H](CO)[C@@H](c3ccc(C#Cc4ccccc4F)cc3)[C@@H]2C1 | -3.7
CO[C@H]1CN(C)C(=O)c2ccc(NC(=O)Nc3ccc(Cl)c(Cl)c3)cc2OC[C@H](C)NC[C@H]1C | -0.6
Cc1ccc(S(=O)(=O)N2C[C@@H](O)COC[C@H]3O[C@H](CC(=O)NCCN4CCCCC4)CC[C@@H]32)cc1 | 0.0
CC(C)NC(=O)Nc1ccc2c(c1)CC(=O)N([C@@H](C)CO)C[C@@H](C)[C@H](CN(C)S(=O)(=O)c1ccccc1)O2 | 1.2
O=C(NCC[C@@H]1CC[C@H](NC(=O)c2ccccc2F)[C@H](CO)O1)c1cnccn1 | 0.1
C[C@H]1CN([C@@H](C)CO)C(=O)c2cc(NC(=O)Nc3ccc(C(F)(F)F)cc3)ccc2O[C@H]1CN(C)C(=O)Nc1ccc(F)cc1 | 4.2
Cc1noc(C)c1S(=O)(=O)Nc1ccc2c(c1)C(=O)N([C@H](C)CO)C[C@@H](C)[C@H](CN(C)CC1CCCCC1)O2 | -0.5
O=C(N[C@H]1CC[C@H](CCNS(=O)(=O)Cc2ccccc2)O[C@H]1CO)c1ccccc1F | -0.4
O=C(C[C@@H]1CC[C@H]2[C@@H](COC[C@H](O)CN2CCC(F)(F)F)O1)NCc1ccc(Oc2ccccc2)cc1 | 0.9
CN(C)CC(=O)N1CC(=O)N2[C@@H](CO)[C@H](c3ccc(/C=C/c4ccccc4)cc3)[C@@H]2C1 | 1.1
COc1ccc(CN(C)C[C@H]2Oc3ccc(NC(=O)Nc4ccccc4)cc3C(=O)N([C@@H](C)CO)C[C@H]2C)cc1 | -2.8
O=C(c1ccccc1F)N1CC[C@@H]2[C@@H](CO)Nc3ccc(C#Cc4ccccc4)cc3[C@@H]21 | -0.2
COCCNC(=O)C[C@@H]1C[C@H]2c3cc(NC(=O)CC4CC4)ccc3O[C@H]2[C@H](CO)O1 | 0.7
C[C@@H]1CN([C@H](C)CO)C(=O)c2cc(-c3ccc(C#N)cc3)cnc2O[C@H]1CN(C)Cc1ccccn1 | -1.7
CO[C@@H]1CN(C)C(=O)c2ccc(NC(C)=O)cc2OC[C@@H](C)N(S(=O)(=O)c2cn(C)cn2)C[C@@H]1C | -0.4
CO[C@@H]1CN(C)C(=O)c2cc(NC(=O)Nc3c(C)noc3C)ccc2OC[C@@H](C)NC[C@H]1C | 0.0
Cc1noc(C)c1NC(=O)N(C)C[C@@H]1Oc2ccc(NC(=O)Nc3cccc4ccccc34)cc2CC(=O)N([C@H](C)CO)C[C@H]1C | 0.4
C[C@@H]1CCCCO[C@H](CN(C)S(=O)(=O)c2cccs2)[C@@H](C)CN([C@H](C)CO)C(=O)c2cc(NC(=O)CCC(F)(F)F)ccc2O1 | 0.2
COc1ccc(S(=O)(=O)N(C)C[C@H]2OCCCC[C@H](C)Oc3ccc(NS(=O)(=O)c4ccc(F)cc4)cc3C(=O)N([C@@H](C)CO)C[C@H]2C)cc1 | -3.0
OC[C@H]1[C@@H](c2ccc(-c3cccnc3)cc2)[C@H]2CN(Cc3ccccn3)CCCCN21 | 0.2
C[C@@H]1CN([C@@H](C)CO)C(=O)c2cc(Br)cnc2O[C@H]1CN(C)C(=O)C1CCOCC1 | -0.8
C[C@H](CO)N1C[C@H](C)[C@H](CN(C)Cc2ccncc2)Oc2ccc(NS(=O)(=O)c3ccc(F)cc3)cc2C1=O | -3.3

Sorted by length of the SMILES (descending): part of the list above
SMILES | TcdB GH inh
Cc1noc(C)c1NC(=O)N(C)C[C@@H]1Oc2ccc(NC(=O)Nc3cccc4ccccc34)cc2CC(=O)N([C@H](C)CO)C[C@H]1C | 0.4
COc1ccc(CN(C)C[C@H]2Oc3ccc(NC(=O)Nc4ccccc4)cc3C(=O)N([C@@H](C)CO)C[C@H]2C)cc1 | -2.8
O=C(c1ccccc1F)N1CC[C@@H]2[C@@H](CO)Nc3ccc(C#Cc4ccccc4)cc3[C@@H]21 | -0.2

3 of these compounds in a different format:
| SMILES | TcdB GH inh |
| --- | --- |
| COc1ccc(S(=O)(=O)N(C)C[C@H]2OCCCC[C@H](C)Oc3ccc(NS(=O)(=O)c4ccc(F)cc4)cc3C(=O)N([C@@H](C)CO)C[C@H]2C)cc1 | -3.0 |
| OC[C@H]1[C@@H](c2ccc(-c3cccnc3)cc2)[C@H]2CN(Cc3ccccn3)CCCCN21 | 0.2 |
| C[C@@H]1CN([C@@H](C)CO)C(=O)c2cc(Br)cnc2O[C@H]1CN(C)C(=O)C1CCOCC1 | -0.8 |

Continued:
SMILES | TcdB GH inh
C[C@@H]1CN([C@H](C)CO)C(=O)c2cc(N(C)C)ccc2O[C@@H](C)CCCCO[C@H]1CN(C)S(=O)(=O)c1cccs1 | -2.3
COc1ccc(NC(=O)N2CCCCN3[C@H](CO)[C@H](c4ccc(C#Cc5ccccc5)cc4)[C@@H]3C2)cc1 | -1.0
C[C@@H]1CCCCO[C@H](CN(C)Cc2ccncc2)[C@@H](C)CN([C@@H](C)CO)C(=O)c2cc(NC(=O)c3ccncc3)ccc2O1 | -0.2
C[C@H]1CCCCO[C@H](CN(C)C(=O)Nc2ccccc2)[C@@H](C)CN([C@@H](C)CO)C(=O)c2cc(NC(=O)Nc3cccc4ccccc34)ccc2O1 | -0.4
N#C[C@@H]1[C@H](c2ccccc2C2=CCCC2)[C@H](CO)N1C(=O)C1CCC1 | -1.7
O=C(C1CCC1)N1[C@@H](CO)[C@@H](c2ccccc2)C12CN(CCC(F)(F)F)C2 | 1.8
C[C@@H]1CN([C@@H](C)CO)C(=O)c2cc(NC(=O)CCC(F)(F)F)ccc2O[C@@H]1CN(C)S(=O)(=O)c1cccs1 | -0.4
N#C[C@@H]1[C@@H](c2ccc(C3=CCCCC3)cc2)[C@@H](CO)N1C(=O)NC1CCCCC1 | 1.1
O=C(C[C@H]1C[C@@H]2c3cc(NC(=O)Cc4ccncc4)ccc3O[C@@H]2[C@@H](CO)O1)NCCN1CCCCC1 | -1.4
CC(C)NC(=O)N(C)C[C@H]1Oc2cc(Br)ccc2S(=O)(=O)N([C@@H](C)CO)C[C@H]1C | -0.2
COc1ccc(NC(=O)N(C)C[C@@H]2Oc3c(NC(=O)c4ccncc4)cccc3C(=O)N([C@H](C)CO)C[C@@H]2C)cc1 | 1.0
C[C@@H]1CN([C@@H](C)CO)C(=O)c2cccc(NS(=O)(=O)c3cn(C)cn3)c2O[C@H]1CN(C)Cc1ccc(C(F)(F)F)cc1 | 0.5
Cc1noc(C)c1NC(=O)Nc1ccc2c(c1)C(=O)N([C@@H](C)CO)C[C@H](C)[C@@H](CN(C)C(=O)CCCN(C)C)OCCCC[C@@H](C)O2 | -0.6
C[C@H]1CN([C@@H](C)CO)C(=O)c2cccc(NS(=O)(=O)c3cn(C)cn3)c2O[C@H]1CN(C)C(=O)NC1CCCCC1 | 0.2
O=C(O)C[C@H]1C[C@H]2c3cc(NC(=O)CC4CC4)ccc3O[C@H]2[C@H](CO)O1 | -0.2
O=C(C[C@H]1CC[C@H](NS(=O)(=O)c2ccccc2)[C@@H](CO)O1)NCc1ccncn1 | 0.7
C[C@@H]1CN([C@@H](C)CO)S(=O)(=O)c2ccc(C3=CCCC3)cc2O[C@@H]1CN(C)C(=O)c1ccncc1 | -0.6
OC[C@@H]1[C@@H](c2ccc(-c3cccc(F)c3)cc2)[C@@H]2CN(Cc3cncnc3)CCCCN12 | -0.5
CCN1[C@H](C(=O)N(C)C)[C@@H](CO)[C@@H]2Cn3c(ccc(C4=CCCCC4)c3=O)[C@@H]21 | 0.5
C[C@@H]1CN([C@H](C)CO)S(=O)(=O)c2ccc(C3=CCCCC3)cc2O[C@@H]1CN(C)Cc1ccccc1F | 0.1
COCC(=O)N1[C@H](CO)[C@H]2c3ccccc3N(C(=O)c3cccnc3)C[C@H]21 | -0.3
C/C=C/c1ccc2c(c1)O[C@@H](CN(C)Cc1ccc(F)cc1)[C@@H](C)CN([C@H](C)CO)S2(=O)=O | -0.4
O=C(C[C@H]1C[C@@H]2c3cc(NS(=O)(=O)c4ccc(F)cc4)ccc3O[C@@H]2[C@@H](CO)O1)NCc1cc(F)ccc1F | -0.8
CCCNC(=O)[C@@H]1[C@@H](CO)[C@@H]2Cn3c(cccc3=O)[C@H]1N2S(=O)(=O)c1ccccc1F | -8.6
C[C@H]1CN([C@@H](C)CO)C(=O)Cc2cc(NC(=O)CCN3CCOCC3)ccc2O[C@H]1CN(C)C | -0.1
C[C@@H]1CN([C@@H](C)CO)C(=O)c2cc(/C=C/c3ccccc3)cnc2O[C@H]1CN(C)Cc1cccc(C(=O)O)c1 | 0.4
CO[C@H]1CN(C)C(=O)c2ccc(NS(C)(=O)=O)cc2OC[C@@H](C)N(S(C)(=O)=O)C[C@@H]1C | -0.8
CCNC(=O)[C@H]1[C@H](CO)[C@H]2Cn3c(ccc(-c4ccccc4F)c3=O)[C@@H]1N2Cc1cccnc1 | 1.3
O=C(NCC[C@H]1CC[C@H](NS(=O)(=O)c2cccc(F)c2)[C@@H](CO)O1)C1CCCCC1 | 0.6
C/C=C/c1ccc2c(c1)O[C@H](CN(C)C(=O)CN1CCOCC1)[C@@H](C)CN([C@@H](C)CO)S2(=O)=O | -0.6
C[C@@H]1CN([C@@H](C)CO)C(=O)CCCn2nncc2CO[C@@H]1CN(C)Cc1ccc(C(F)(F)F)cc1 | 1.3
C[C@H](CO)N1C[C@H](C)[C@H](CN(C)C(=O)NC2CCCCC2)Oc2ccc(NS(=O)(=O)c3cccs3)cc2C1=O | -0.1
CC(C)CC#Cc1cnc2c(c1)C(=O)N([C@@H](C)CO)C[C@@H](C)[C@H](CN(C)S(C)(=O)=O)O2 | -7.4
COc1ccc(NC(=O)N(C)C[C@H]2Oc3ccc(NC(=O)CCCCCC(=O)Nc4ccccc4N)cc3CC(=O)N([C@H](C)CO)C[C@@H]2C)cc1 | 2.5
Cc1noc(C)c1NC(=O)N[C@H]1CC[C@H](CCNC(=O)C2CCOCC2)O[C@H]1CO | -5.4
O=C(Nc1ccc2c(c1)[C@H]1C[C@@H](CC(=O)N3CCOCC3)O[C@H](CO)[C@H]1O2)NC1CCCC1 | 2.4
Cc1noc(C)c1NC(=O)Nc1cccc2c1O[C@@H](CN(C)Cc1ccncc1)[C@@H](C)CN([C@H](C)CO)C2=O | 0.6

An excerpt; the hit share may differ from the screen's.
